GPR151 ag: activators of human GPR151; 650,000 compounds, 1% hits; Q8TDV0; PathHunter beta-arrestin GPR151 cells, luminescence; activation, % at 11.2 µM; in the data active = activation above about 4.9%;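 also: 0% = median of compound wells and 100% = cells with positive control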
Target sequence (Q8TDV0 whole entry, looked up): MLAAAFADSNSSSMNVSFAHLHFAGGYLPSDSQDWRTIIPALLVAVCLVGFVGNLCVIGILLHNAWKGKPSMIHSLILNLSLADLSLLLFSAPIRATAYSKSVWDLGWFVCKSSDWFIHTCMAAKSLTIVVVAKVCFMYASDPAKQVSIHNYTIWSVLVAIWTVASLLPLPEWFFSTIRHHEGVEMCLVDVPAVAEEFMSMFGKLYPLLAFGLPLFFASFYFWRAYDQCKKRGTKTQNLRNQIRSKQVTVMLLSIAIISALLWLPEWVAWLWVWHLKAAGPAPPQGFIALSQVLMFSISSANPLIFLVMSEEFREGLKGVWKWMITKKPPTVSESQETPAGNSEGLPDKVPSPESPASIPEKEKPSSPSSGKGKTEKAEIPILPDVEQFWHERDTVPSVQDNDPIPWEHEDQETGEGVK
TEAD-YAP inh: TEAD-YAP interaction inhibition; inhibition, % at 9.12 µM; HEK-TIYL cells, TEAD-Gal4/YAP UAS-luciferase luminescence; 640,000 compounds, 1.4% hits; in the data active = inhibition above about 32%;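 also: 0% = median of test compound wells and 100% = reference inhibitor wells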
FBW7 act: human FBW7 E3 ligase activation, primary screen. Q969H0. AlphaScreen FBW7–phospho-cyclin E peptide binding, activator screen. normalized activity (activation), % at 26.1 µM. 650,000 compounds, 0.13% hits. AID 1259310; in the data active = normalized activity above about 1.9%;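 also: purified mutant Fbw7 with reduced substrate affinity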
MITF primary: inhibitors of human MITF; O75030; AlphaScreen MITF homodimerization, bead proximity signal; inhibition, % at 2.6 µM; 650,000 compounds, 0.91% hits; in the data active = inhibition above about 50%;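 also: 0% = vehicle wells with protein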
Target sequence (O75030 whole entry, looked up): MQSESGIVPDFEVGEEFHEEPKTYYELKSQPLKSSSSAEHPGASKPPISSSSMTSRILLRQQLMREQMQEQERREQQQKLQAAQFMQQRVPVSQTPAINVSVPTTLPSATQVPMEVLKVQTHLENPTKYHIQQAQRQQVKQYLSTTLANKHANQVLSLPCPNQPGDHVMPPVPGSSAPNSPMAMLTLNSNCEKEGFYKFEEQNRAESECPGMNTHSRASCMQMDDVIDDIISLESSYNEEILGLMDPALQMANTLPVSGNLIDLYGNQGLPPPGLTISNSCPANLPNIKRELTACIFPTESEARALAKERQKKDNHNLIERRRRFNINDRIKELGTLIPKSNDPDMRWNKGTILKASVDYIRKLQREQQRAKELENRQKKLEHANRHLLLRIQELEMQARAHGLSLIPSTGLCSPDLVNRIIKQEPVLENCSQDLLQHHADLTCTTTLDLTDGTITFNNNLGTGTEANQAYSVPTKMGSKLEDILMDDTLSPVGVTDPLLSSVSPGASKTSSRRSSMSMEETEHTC
The depositor's hits bear a star.

Under each structure – GPR151 ag | TEAD-YAP inh | FBW7 act | MITF primary
> O=C(Cn1c2ccccc2c(=O)c2ccccc21)Nc1ccccc1[N+](=O)[O-]
→ -1.4 | 5.0 | 0.0 | -1.5
> C=CCN(C(=O)CNC(=O)c1ccco1)C(C(=O)NC1CCCCC1)c1cccnc1 (stereo not given)
→ 1.5 | 3.8 | 0.3 | -16.6
> COC(=O)c1ccc(NC(=O)CSc2nnc(NC(C)=O)s2)cc1
→ 6.4* | 4.6 | 0.2 | -13.7
> COc1ccc(CCNC(=O)CO/N=C(\N)CC(=O)Nc2ccc(Cl)cc2)cc1OC
→ 1.1 | 4.3 | 0.0 | 0.9
> CCOC(=O)c1ccc(CN(Cc2ccc(F)cc2)S(=O)(=O)c2ccc(F)c(C(=O)Nc3cc(F)cc(C(F)(F)F)c3)c2)cc1
→ 1.2 | -9.1 | -0.1 | 7.7
> O=C(N/N=C\c1c(O)ccc2ccccc12)c1ccc([N+](=O)[O-])cc1
→ 0.1 | 27.4 | -0.4 | 12.8
> O=c1nc(SCc2cccc3ccccc23)c2c(n1CCO)CCCC2
→ 0.0 | 2.6 | 0.2 | 17.0
> Cc1cc(F)ccc1NC(=O)C1CCN(S(=O)(=O)c2ccc3c(c2)OCC(=O)N3)CC1
→ -0.2 | -3.4 | 0.8 | 2.0
> Cc1ccc(NC(=O)C2C3CC/C=C\CC/C=C/CCC32)cc1C (stereo not given)
→ 1.9 | 2.4 | 0.0 | -4.6
> CCN(CC)c1cc(Nc2ccc(C)c(Cl)c2)c([N+](=O)[O-])c2nonc12
→ -0.3 | 0.1 | -0.2 | 1.1
> CCCOC(=O)C1=C(C)NC2=C(C(=O)CC(c3ccccc3)C2)C1c1ccccc1OCc1ccccc1 (stereo not given)
→ 1.3 | 3.6 | 0.6 | 19.9
> COc1cc(/C=N/Nc2nc3ccccc3[nH]2)cc(OC)c1O
→ 2.5 | -14.6 | 0.2 | 12.1
> CC(=O)c1nnn(-c2nc(N3CCCCC3)nc(N3CCOCC3)n2)c1C
→ 2.0 | -4.6 | 0.1 | 14.7
> CN(Cc1ccccc1)C(=O)c1ccc2c(c1)OCO2
→ -0.1 | -15.2 | -0.1 | 0.3
> O=c1c2cnn(-c3ccccc3)c2nc(-c2ccco2)n1-c1ccc(F)cc1
→ 0.1 | 1.0 | -0.2 | -2.3
> Cc1sc2nc(-c3cccs3)oc(=O)c2c1C
→ -1.9 | 1.1 | 0.1 | 3.4
> Nn1c(SCC(=O)c2ccc(O)cc2O)nnc1-c1cc(Cl)ccc1Cl
→ 1.8 | 42.1* | 0.1 | -5.2
> O=C(Nc1cccc2ncccc12)c1ccccc1[N+](=O)[O-]
→ -0.8 | 5.3 | -0.1 | -8.6
> CC(NC(=O)C1CCCN1c1nnc(N2CCCC2=O)s1)C12CC3CC(CC(C3)C1)C2 (stereo not given)
→ 0.2 | 3.4 | 0.0 | 3.9
> O=C(CSc1nc2ccsc2c(=O)n1Cc1ccccc1Cl)NC1CCCCC1
→ -0.5 | 2.8 | -0.2 | -5.5

Reformatted: entries from further up
COc1ccc(CCNC(=O)CO/N=C(\N)CC(=O)Nc2ccc(Cl)cc2)cc1OC
  GPR151 ag: 1.1	TEAD-YAP inh: 4.3	FBW7 act: 0.0	MITF primary: 0.9

CCOC(=O)c1ccc(CN(Cc2ccc(F)cc2)S(=O)(=O)c2ccc(F)c(C(=O)Nc3cc(F)cc(C(F)(F)F)c3)c2)cc1
  GPR151 ag: 1.2	TEAD-YAP inh: -9.1	FBW7 act: -0.1	MITF primary: 7.7

O=C(N/N=C\c1c(O)ccc2ccccc12)c1ccc([N+](=O)[O-])cc1
  GPR151 ag: 0.1	TEAD-YAP inh: 27.4	FBW7 act: -0.4	MITF primary: 12.8

O=c1nc(SCc2cccc3ccccc23)c2c(n1CCO)CCCC2
  GPR151 ag: 0.0	TEAD-YAP inh: 2.6	FBW7 act: 0.2	MITF primary: 17.0

Given with bars between the fields: entries from further up.
Compound | GPR151 ag | TEAD-YAP inh | FBW7 act | MITF primary
O=C(N/N=C\c1c(O)ccc2ccccc12)c1ccc([N+](=O)[O-])cc1 | 0.1 | 27.4 | -0.4 | 12.8
CCOC(=O)c1ccc(CN(Cc2ccc(F)cc2)S(=O)(=O)c2ccc(F)c(C(=O)Nc3cc(F)cc(C(F)(F)F)c3)c2)cc1 | 1.2 | -9.1 | -0.1 | 7.7
Nn1c(SCC(=O)c2ccc(O)cc2O)nnc1-c1cc(Cl)ccc1Cl | 1.8 | 42.1* | 0.1 | -5.2
CC(=O)c1nnn(-c2nc(N3CCCCC3)nc(N3CCOCC3)n2)c1C | 2.0 | -4.6 | 0.1 | 14.7

Further structures
Under each structure – GPR151 ag | TEAD-YAP inh | FBW7 act | MITF primary
> CCOC(=O)C1CCN(c2c(NCC3CCCO3)c(=O)c2=O)CC1 (stereo not given)
→ 1.2 | 4.5 | 0.0 | 1.9
> CCS(=O)(=O)CCSc1nc(C)cc(C)c1C#N
→ -0.4 | -4.6 | -0.1 | -7.1
> O=C(Nc1ccc2oc(-c3cc(Br)ccc3Cl)nc2c1)c1ccc([N+](=O)[O-])o1
→ 0.6 | 13.8 | 0.0 | 5.9
> NC(=O)c1c(NC(=O)COc2ccccc2)sc2c1CCCC2
→ 0.0 | -72.7 | 0.5 | 14.4
> COc1cccc(CN(C)C(=O)CCc2nnc(-c3ccc(C(C)=O)s3)o2)c1
→ -1.6 | 1.8 | -0.1 | 6.0
> Cn1cccc1Cc1nnc(SCC(N)=O)n1Cc1ccccc1
→ 0.8 | -9.9 | 0.0 | -7.7
> O=C(/C=c1/[nH]/c(=C/c2ccc(F)cc2)c(=O)[nH]c1=O)c1ccccc1
→ -0.1 | 1.6 | 0.0 | 40.5
> CCOc1ccccc1N(CC(=O)NC1CC2CCC1C2)S(=O)(=O)c1ccccc1 (stereo not given)
→ -0.3 | 8.1 | 0.4 | 10.7
> COc1cccc(/C=C2\NC(=S)NC2=O)c1O
→ -1.1 | 76.0* | 0.0 | 10.9
> O=C(Nc1ccccc1)OCn1c(=O)oc2cc(Cl)ccc21
→ -1.1 | -13.3 | -0.2 | 1.3
> CCOc1ccc(/C(O)=C2\C(=O)C(=O)N(c3nccs3)C2c2ccc(F)cc2)cc1 (stereo not given)
→ 0.1 | 0.4 | -0.2 | -8.5
> CCCCCOC(=O)C1=C(C)NC2=C(C1c1ccc(Cl)cc1)C(C)(C)CC(=O)C2 (stereo not given)
→ 1.9 | 10.1 | 0.8 | 4.0
> O=Cc1ccc(OCc2ccccc2Cl)cc1
→ -1.7 | -14.6 | 0.0 | 2.0
> C=CCNC(=O)CSc1nc(C)nc2sc3c(c12)CCC3
→ 1.0 | -3.8 | -0.1 | 3.6
> COC(=O)c1cc(NC(=O)c2cc3nc(-c4ccc(Cl)cc4)cc(C(F)(F)F)n3n2)cc(C(=O)OC)c1
→ -1.2 | -3.9 | -0.1 | -13.5
> Cc1ccc(O)c(/C=C2/C(=O)NN(c3ccc(C)c(C)c3)C2=O)c1
→ -0.1 | 0.8 | 0.2 | 10.7
> CC(C)(C)C(=O)N1CCN(c2nnnn2-c2ccccc2)CC1
→ -0.8 | 3.4 | -0.2 | -4.0
> N#Cc1cccc(NS(=O)(=O)c2ccc(Br)cc2Cl)c1
→ -1.4 | 6.2 | 0.0 | -7.8
> Cc1cc(=O)nc2c3ccccc3n(CC(=O)NCCC(C)C)n12
→ 0.1 | 4.4 | -0.1 | 5.5
> Cn1c(C(=O)NCc2ccco2)cc2c(=O)n(C)c3ccccc3c21
→ -0.6 | 0.7 | 0.7 | 8.8
> COC(=O)N/N=C1\CC(C)CC(C)(C)C1 (stereo not given)
→ -1.0 | -6.8 | 0.4 | 11.3
> CCOC(=O)C1=C(C)N=c2s/c(=C\c3ccc(OC)c(Br)c3)c(=O)n2C1c1ccc(Cl)cc1 (stereo not given)
→ 1.9 | -10.0 | 0.3 | -2.4
> COC(=O)C1=CN(Cc2ccccc2)C=C(C(=O)OC)C1c1cc(F)ccc1F
→ -1.6 | -1.1 | 0.5 | -13.5
> CC1=C(C(=O)OC(C)C)C(c2c[nH]c3ccccc23)n2ncnc2N1 (stereo not given)
→ -0.7 | -1.4 | 0.7 | 15.7
> COc1cc(OC)cc(C(=O)NC(=S)Nc2cccnc2)c1
→ -4.4 | -8.6 | 0.0 | 2.8
> COc1ccc(S(=O)(=O)N2CCN(CCNC(=O)c3ccccc3)CC2)cc1
→ 0.1 | 4.6 | 0.2 | 7.9
> CCOc1ccc(Cl)cc1CNc1ccc(N2CCOCC2)c(C(=O)O)c1
→ -0.5 | 8.2 | -0.1 | 8.3
> COC(=O)c1ccccc1NC(=O)COc1ccc(F)cc1F
→ -3.9 | -1.4 | 0.2 | -4.2
> Cc1ccc(S(=O)(=O)N2CCN(c3ccc([N+](=O)[O-])c(NCc4ccc(Cl)cc4)c3)CC2)cc1
→ 0.2 | 0.5 | -0.1 | -6.4
> CCOC(=O)c1cc(C#N)c(SCC(=O)c2cc(C#N)c(SC)nc2C)nc1C
→ 1.4 | -0.1 | 0.3 | -1.8
> Cc1ccc(-n2nc(CC#N)c(C#N)c2N)cc1
→ 3.3 | -15.8 | 0.1 | -11.5
> O=C(Cc1ccccc1)N/N=C/c1cc(Br)cc(Cl)c1O
→ 2.2 | -2.8 | 0.0 | -11.4
> Cc1nnc(SCc2ccc([N+](=O)[O-])cc2)c2cc3occc3n12
→ 0.2 | 0.0 | 0.0 | -3.0
> CCOC(=O)CNC(=O)CNC(=O)Cn1cnc2sc3c(c2c1=O)CCCC3
→ 0.3 | 0.0 | -0.1 | -10.8
> O=C(CCN1C(=O)/C(=C\c2cccs2)SC1=S)Nc1ccc(O)c(C(=O)O)c1
→ 1.3 | 7.7 | 0.7 | 2.8
> CCOC(=O)CNC(=S)Nc1sc(C(=O)OC)c(C)c1C(=O)OC
→ 3.5 | -6.3 | -0.3 | -1.6
> CCOc1ccc2[nH]c(=O)c(CN(CCO)C(=O)c3cccc(OC)c3)cc2c1
→ -0.1 | -2.8 | -0.1 | 9.4
> COc1ccc(S(=O)(=O)N2CCCC(C(=O)N3CCN(C)CC3)C2)cc1Cl (stereo not given)
→ 0.1 | 6.2 | 0.6 | 20.8
> CC12C=CC(C)(O1)C1C(=O)N(c3ccccc3)C(=O)C12 (stereo not given)
→ 1.4 | -0.5 | -0.2 | -7.3
> COc1ccc(CNC(=O)C(C(=O)c2ccccc2)n2cc(Cl)ccc2=O)cc1 (stereo not given)
→ 4.5 | -3.7 | 0.0 | 14.3
> CC(C)N(CCNc1nc(Cl)nc2nc[nH]c12)C(C)C
→ -1.1 | -6.9 | 0.0 | 3.1
> COc1ccc2c(Cl)c(C(=O)NN3CCN(C)CC3)sc2c1
→ -1.2 | 11.5 | -0.3 | 16.3
> CC(=O)Nc1ccc(OS(=O)(=O)c2cccc(C(=O)O)c2)cc1
→ 1.4 | 3.4 | 0.3 | 11.3
> COc1cc(Cl)c(C)cc1NC(=S)N(Cc1ccc(F)cc1)C1CCCCC1
→ 0.2 | -2.2 | 0.0 | -15.4
> O=C(Nc1ccccc1F)c1cnn(-c2ccc(F)cc2)c1C1CCNCC1
→ -0.7 | 9.8 | -0.1 | 5.8
> Nc1nnnn1/N=C/c1cc(Cl)ccc1O
→ 0.2 | -0.1 | 0.0 | -8.9
> CCN(CC)C(=O)C1CCCN(c2nc(Nc3ccc(NC(C)=O)cc3)c3ncn(C(C)C)c3n2)C1 (stereo not given)
→ -0.5 | 45.9* | -0.1 | 7.4
> C#CCOC(=O)/C(=C/c1ccc(F)cc1)NC(C)=O
→ -1.3 | -5.8 | 0.2 | 16.0
> O=S(=O)(c1ccc2c(c1)OCCO2)N1CCN(C(=S)NCC2CCCO2)CC1 (stereo not given)
→ 0.1 | 1.0 | 0.6 | -1.1
> Cc1ccc(NC(=O)c2cc(S(=O)(=O)NC3CCCCC3)ccc2F)cc1
→ -1.8 | -6.5 | -0.2 | 0.0
> NC(=O)C1(N2CCCCC2)CCN(C(=O)c2ccc3c(=O)n(Cc4ccc5c(c4)OCO5)c(=S)[nH]c3c2)CC1
→ 0.1 | 3.4 | 0.0 | -10.9
> O=C(NCC1COC2(CCCCC2)O1)c1ccc(F)cc1 (stereo not given)
→ 0.6 | -3.9 | 0.2 | 10.8
> N#C/C(C(=O)N1CCCC1)=c1/s/c(=C\c2ccc(O)cc2)c(=O)n1-c1ccccc1
→ -0.6 | -2.2 | -0.1 | 3.7
> Cc1ncc2c(N3CCN(C)CC3)nc3ccccc3n12
→ 2.1 | -2.0 | -0.3 | 0.1
> CC(=NCCc1ccccn1)c1c(C)[nH]n(-c2ccc(Br)cc2Br)c1=O
→ 0.6 | 7.8 | 0.1 | 3.5
> COC(=O)C1=C(N)OC2=C(C(=O)CCC2)C1c1ccccc1F (stereo not given)
→ -1.2 | -1.3 | -0.3 | 17.3
> CCc1ccccc1NC(=O)CCS(=O)(=O)c1ccc(OC)cc1
→ 0.6 | -0.5 | 0.3 | 26.5
> COCCn1c(=NC(=O)C2COc3ccccc3O2)sc2ccccc21 (stereo not given)
→ 0.6 | 6.1 | 0.1 | -8.0
> CCCCN(c1ccccc1)S(=O)(=O)N(C)C
→ 1.5 | -0.2 | -0.1 | 0.2
> COC(=O)C1=C(N)OC2=C(C(=O)CC(C)(C)C2)C1c1ccc(I)cc1 (stereo not given)
→ 1.0 | 5.0 | -0.1 | 16.1
